ELG1 DNA repair: inhibitors of ELG1-dependent DNA repair in HEK293T cells; HEK293T ELG1-luciferase reporter, luminescence, 16 h; DNA damage induced by 5-fluorouridine; Potency, µM (top dose mostly 46.1 µM), without a hit: at the top dose activity change, negative = inhibition, most hits filed as inhibitors; 330,000 compounds, 2.3% hits; AID 504467; also: potency is read from the fitted curve at half-maximal effect; % is scaled to controls: 0 for no effect and ±100 for the full control effect; nearly all actives have a fitted effect of over 55% in size
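Luminescence from the luciferase reporter, measured 30 min after ONE-Glo reagent at room temperature, was the read-out. Beforehand, 2,000 cells per well were exposed for 16 hr at 37 °C to 5-fluorouridine together with compound or vehicle.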
BCR signal inh: blocks chronic active B-cell receptor signaling; ABC-DLBCL IkBa-CBG/CBR reporter, luminescence ratio, 4 h; Potency, µM (titrated, usually from 46.1 µM), without a hit: top-dose ratio change, negative = lower green/red ratio, hits mostly inhibitors; 340,000 compounds, 0.05% hits; AID 493014; active = well fitted inhibition curve with a large enough effect in the signal ratio, with a control signal flat, not every such curve was filed as active; inconclusive = small, poorly fitted or top-dose-only effect, or effect the other way, or a change in a side signal; the % refers to the signal ratio;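 also: potency is read from the fitted curve at half-maximal effect; plate controls were basal doxycycline-induced cells for no effect and cells given 10 µM MG132 for full effect; MG132 reads +100%, hits lower the ratio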
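Concentration-response series (up to 46 uM) were applied to TMD8 dual-reporter cells for 4 h at 37C with doxycycline. Green/red ratio, after filter-overlap correction, defined %Activity; red signal alone was normalised to basal cells and zero luminescence.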
Eya2 phos inh: blocks the phosphatase activity of human Eya2 | 330,000 compounds, 0.006% hits | AID 488837 | recombinant Eya2, OMFP fluorescence dephosphorylation (OMFP is methylfluorescein phosphate) | Potency, µM (titrated, usually from 76.9 µM), without a hit: top-dose activity, negative = inhibition, most hits filed as inhibitors | O00167; also: potency is read from the fitted curve at half-maximal effect; % is scaled to controls: 0 for no effect and ±100 for the full control effect
Target sequence (O00167 whole entry, looked up): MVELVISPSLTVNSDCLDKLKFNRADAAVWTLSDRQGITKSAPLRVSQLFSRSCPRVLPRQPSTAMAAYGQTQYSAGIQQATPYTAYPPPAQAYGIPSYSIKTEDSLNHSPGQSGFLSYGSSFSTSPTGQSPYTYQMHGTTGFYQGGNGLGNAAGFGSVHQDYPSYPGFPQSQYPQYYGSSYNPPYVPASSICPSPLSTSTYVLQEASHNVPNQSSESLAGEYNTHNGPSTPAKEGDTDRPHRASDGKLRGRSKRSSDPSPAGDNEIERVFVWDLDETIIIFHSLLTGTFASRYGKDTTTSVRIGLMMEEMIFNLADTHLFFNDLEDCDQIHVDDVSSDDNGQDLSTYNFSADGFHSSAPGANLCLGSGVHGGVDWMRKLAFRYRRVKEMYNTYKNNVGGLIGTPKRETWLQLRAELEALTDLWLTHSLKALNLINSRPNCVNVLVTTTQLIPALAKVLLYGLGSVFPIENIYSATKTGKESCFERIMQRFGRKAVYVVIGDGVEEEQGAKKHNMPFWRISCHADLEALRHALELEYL
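Eya2 (0.2 uM) preincubated 10 min at ambient with compound, then OMFP substrate added at 50 uM; 10 min reaction in 50 mM HEPES pH 7.5, 50 mM NaCl, 5 uM MgCl2, 0.05% BSA, 1 mM DTT. Fluorescence read at Ex 485/Em 525 nm.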
TCR act: activates T cell receptor signaling. primary human leukocytes, anti-CD3, IL-2 HTRF, 48 h. Potency, µM (top dose mostly 9.22 µM), for the others: top-dose activation of IL-2 secretion, hits mostly activators. 330,000 tested, under 10 active. AID 504894; also: % of control where 0% means no effect
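Human primary leukocytes + a-CD3 beads + cpd, 48 hr; IL-2 in supernatant by HTRF (ex 320nm / em 665nm). No co-stimulatory signal supplied.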
Tb PFK block: inhibitors of T. brucei phosphofructokinase | T. brucei PFK, ADP-Glo luminescence | 330,000 compounds, 0.17% hits | O15648 | Potency, µM (titrated, usually from 57.5 µM), for inactives: top-dose activity, negative = inhibition, most hits filed as inhibitors | AID 485367;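 also: potency is read from the fitted curve at half-maximal effect; 0% = uninhibited 1x PFK enzyme wells and -100% = no-enzyme wells; nearly all actives have a fitted effect of over 60% in size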
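Activity is normalized to no-enzyme wells (full inhibition) and 1.25 nM enzyme wells (no inhibition). Reaction: 0.5 mM F6P, 0.1 mM ATP, 45 min RT, ADP-Glo luminescence; concentration-response curves fitted and classed by quality.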
PTAP TSG101 blk: blocks PTAP/TSG101 interaction to inhibit HIV-1 budding | Fluorescence polarization, FITC-PTAP peptide / Tsg101 binding | Potency, µM (top dose mostly 115 µM), for inactives: at the top dose activity change, negative = inhibition, actives largely listed as inhibitors | 340,000 tested, under 10 active | AID 493005; active = well fitted inhibition curve with a large enough effect in the main read-out, with a control signal flat, not every such curve was filed as active; inconclusive = small, poorly fitted or top-dose-only effect, or effect the other way, or a change in a side signal; inactive = no such curve, though single readings can be large or run the other way; also: potency is read from the fitted curve at half-maximal effect; % of control where 0% means no effect
Target sequence (Q99816 whole entry, looked up): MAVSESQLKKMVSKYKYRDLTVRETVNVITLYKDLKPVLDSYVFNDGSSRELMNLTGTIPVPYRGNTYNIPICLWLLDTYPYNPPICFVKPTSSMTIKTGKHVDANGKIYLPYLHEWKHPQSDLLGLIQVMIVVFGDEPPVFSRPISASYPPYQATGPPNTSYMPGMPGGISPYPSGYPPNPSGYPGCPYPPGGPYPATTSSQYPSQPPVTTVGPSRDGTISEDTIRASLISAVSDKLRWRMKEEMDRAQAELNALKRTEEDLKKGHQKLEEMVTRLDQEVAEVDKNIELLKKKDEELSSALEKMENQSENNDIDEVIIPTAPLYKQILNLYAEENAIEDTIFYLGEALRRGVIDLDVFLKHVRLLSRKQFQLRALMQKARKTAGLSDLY
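Fluorescence anisotropy tracks displacement of a FITC-tagged PTAP peptide (50 nM) from the Tsg101 binding domain (10 uM), following a 20 min room-temperature incubation at pH 7.5.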
ASM inhibitor: human S-ASM enzyme inhibition. P17405. placental ASM, HMU-PC fluorogenic substrate, 60 min. Potency, µM (top dose mostly 57.5 µM), without a hit: at the top dose activity change, negative = inhibition, most hits filed as inhibitors. 340,000 compounds, 0.006% hits; also: potency is read from the fitted curve at half-maximal effect
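Human placenta-derived ASM enzyme was preincubated with compound for 10 minutes at room temperature, then given fluorogenic substrate HMU-PC0 (9 uM final) for 60 minutes at 37 °C; a pH 10 stop preceded fluorescence reading at Ex 386/Em 447 nm.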
Mito fusion yeast: mitochondrial division inhibition or fusion activation. S. cerevisiae fusion-defective mutant growth rescue, CellTiterGlo 48 h. Potency, µM (highest dose often 46.1 µM), for the others: top-dose growth rescue (activation), most hits filed as activators. 320,000 compounds, 0.23% hits. AID 485298;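 also: potency is read from the fitted curve at half-maximal effect; % of control where 0% means no effect; nearly all actives have a fitted effect of over 45% in size; temperature-sensitive fusion mutants such as fzo1-1 at 37 °C on non-fermentable ethanol glycerol medium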
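Luminescent cell viability in 1536-well qHTS format served as the measure of rescued growth in ts fusion-mutant S. cerevisiae cultured on non-fermentable YPEG for 48 hours at 37C.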
TSHR antagonist: human thyrotropin receptor antagonism. P16473. TSHR-expressing cells, TSH-stimulated cAMP HTRF, 2 h; active compounds read low. activity change, negative = inhibition, % at 11.5 µM. 330,000 compounds, 0.2% hits. AID 504810;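 active = activity change below a set negative limit, meaning inhibition stronger than a set level, cut at about -70% in these data; inconclusive = activity change between two set negative limits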; also: % is scaled to controls: 0 for no effect and ±100 for the full control effect
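TSHR-expressing cells were treated with compounds, then stimulated with TSH at EC80 (4nM final) for 2 hours at 37 deg C. Cellular cAMP was measured by HTRF competition between lysate cAMP and cAMP-d2 for a cryptate-labelled anti-cAMP antibody.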
A-T KAP1 phos: potential ataxia-telangiectasia treatment; 320,000 compounds, 0.19% hits; […] A-T fibroblasts, KAP-1 phosphorylation AlphaLISA; neocarzinostatin DNA damage 30 min before lysis; Potency, µM (series often up to 57.5 µM), for the others: at the top dose activation, most hits filed as activators; also: potency is read from the fitted curve at half-maximal effect; % of control where 0% means no effect; nearly all actives have a fitted effect of over 45% in size
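ATM-like activity read as KAP-1 phosphorylation via AlphaLISA donor/acceptor antibody pairs after lysis and 6 hr at 25C. Cells were ATM-null patient fibroblasts ([…], hTERT), dosed 60 min, then exposed to the DSB inducer NCS for 30 min.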
Integrin act MD: activators of alpha7 integrin expression for muscular dystrophy; 350,000 compounds, 0.064% hits; alpha7betagal myoblasts, beta-gal FDG fluorescence, 48 h; Potency, µM (series often up to 38.3 µM), for inactives: top-dose activation, most hits filed as activators;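 also: potency is read from the fitted curve at half-maximal effect; 100% = response of the positive control SU9516; nearly all actives have a fitted effect of over 60% in size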
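alpha7betagal+/- myoblasts (passage 13, 250/well) treated 48 h at 37C with compounds at 1:260 dilution of DMSO stock. Lysed, then beta-galactosidase activity read as FDG fluorescence (ex 480/em 540) after 30 min, with pre-read for autofluorescence.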
An asterisk follows results filed as active; ? = inconclusive; / = not tested or not shown; [ ] = another dose, or the depositor's remark. Unless noted, calls follow the shape of the dose curve; as a rule, active = well fitted curve in the direction sought with a large enough effect; inconclusive = small, poorly fitted or top-dose-only effect, or another doubt; inactive = no such curve, though single readings can be large; an effect the other way counts as inactive or inconclusive.

SMILES	ELG1 DNA repair	BCR signal inh	Eya2 phos inh	TCR act	Tb PFK block	PTAP TSG101 blk	ASM inhibitor	Mito fusion yeast	TSHR antagonist	A-T KAP1 phos	Integrin act MD
Cc1ccc(C)c(S(=O)(=O)N2CCN(C(=O)c3ccc(-n4cncn4)c([N+](=O)[O-])c3)CC2)c1	-3%	-10%	-4%	4%	-5%	2%	-3%	-3%	-8	1%	-4%
C=CC(=O)Nc1ccc(Nc2nc(NC3CCC(N(C)C)CC3)nc3c2ncn3C(C)C)cc1 (centres undefined)	2.3µM*	?	1%	-4%	-1%	-4%	8%	/	-8	-1%	-45%[inhibitor]
CCCC(=O)Nc1cc2c(cc1C(=O)c1ccccc1)OCCO2	-23%	-2%	-16%	-3%	-5%	-3%	-2%	1%	1	2%	-17%
CCOc1ccccc1-c1nc(-c2ccc(NC(=O)Cc3ccc(OC)cc3)cc2)no1	-7%	17%	-29%	-6%	-2%	1%	0%	6%	-16	1%	29%
C=CCn1c(=O)c2c(nc(-c3ccc(S(=O)(=O)O)cc3)n2C)n(C)c1=O	/	/	-9%	8%	/	2%	2%	?	11	/	/
CN1CCN(C(=O)CN(C2CCCCC2)S(=O)(=O)c2ccccc2)CC1	9%	4%	-4%	5%	1%	-1%	7%	1%	-1	6%	-7%
COc1ccccc1C(=O)NNC(=O)c1ccc(NC(=O)C(C)C)cc1	12%	0%	-2%	-4%	2%	0%	-5%	3%	1	-4%	2%
Cc1ccc(S(=O)(=O)N(C)c2ccc3ccccc3c2)cc1	?	-1%	17%	-2%	-2%	-3%	-3%	-29%	38	34%	-13%
C=CCN(C(=O)c1csnn1)C(C(=O)NC1CCCC1)c1cccs1 (centres undefined)	7%	3%	-2%	-9%	-3%	-3%	0%	-2%	7	3%	2%
CN(Cc1cnccn1)C(=O)CC1C(=O)NCCN1Cc1cccc(F)c1 (centres undefined)	14%	1%	11%	-11%	1%	0%	17%	-3%	0	6%	?
Cc1ccc(-c2ccc(SCC(=O)N3CCN(c4ccccc4)CC3)nn2)cc1	?	-2%	3%	-6%[46.1 µM]	0%	-4%	-1%	0%	-2	2%	-4%
CCOC(=O)c1ccc(NC(=O)CC2COc3ccccc3O2)cc1 (centres undefined)	-12%	?	3%	6%	7%	1%	-8%	?	-8	3%	4%
CCCC(=O)Nc1cc(-c2nnc(OC)c3ccccc23)ccc1N1CCCCC1	12%	12%	2%	/	5%	/	/	16%	-1	-8%	/
Cc1cc(=O)[nH]c(/N=C(\N)Nc2ccc(Oc3ccccc3)cc2)n1	-1%	-6%	-21%	4%	2%	-5%	-3%	-6%	0	4%	0%
CCN(CC(=O)NCc1cccs1)C(=O)c1ccc(Cl)c(Cl)c1	0%	2%	-22%	-6%	5%	-1%	1%	/	/	3%	0%
O=C(c1ccc2snnc2c1)N1CCN(c2ccccn2)CC1	3%	0%	1%	1%	-6%	-2%	-1%	-2%	10	4%	-21%
O=C(Nc1ccccc1C(=O)N/N=C/c1ccc(F)cc1)c1ccccc1Br	-12%	?	14%	/	1%	/	-12%	3%	-9	-6%	-12%
Cc1nc(S(=O)(=O)N2CCOCC2)c(C#N)c(C)c1Cl	3%	1%	-15%	-1%	0%	-3%	-2%	4%	6	-1%	-49%[inhibitor]
CCOC(=O)c1sc(=NC(=O)c2cc(OC)c(OC)c(OC)c2)n(C)c1C	-2%	0%	10%	/	-5%	1%	0%	-1%	7	10%	18%
Cc1c(C(=O)N2CCCCC2)c(S(=O)(=O)NCCc2ccc(S(N)(=O)=O)cc2)c(C)n1C	2%	6%	4%	-4%	3%	0%	5%	-3%	0	-3%	6%
COc1ccc(NC(=O)CCSc2ccc(C)cc2)cc1S(=O)(=O)Nc1ccccc1Cl	?	13%	-2%	-1%[46.1 µM]	-5%	-1%	-13%	0%	-12	1%	-12%
O=C(Nc1ccc(C2CC2(Cl)Cl)cc1)c1ccccc1Br (centres undefined)	?	?	2%	5%[46.1 µM]	-3%	1%	-8%	14µM*	4	7%	4%
CCNc1nc(NCC)n2c(SCC(=O)Nc3ccccc3F)nnc2n1	1%	-8%	-8%	3%	-5%	-4%	-1%	-2%	-9	-1%	7%
CCOC(=O)c1ccccc1NC(=O)C1CCN(c2ncnc3sc(C)c(C)c23)CC1	?	?	13%	0%	0%	-13%	-2%	?	5	4%	4%
O=C(CCC(=O)N1CCN(c2ccc(F)cc2)CC1)N1CCN(c2ccc(F)cc2)CC1	?	-1%	12%	10%	-3%	-6%	1%	6%	-3	2%	6%
O=c1c(Cc2ccccc2)c(O)ccn1CCc1cnc[nH]1	-4%	2%	4%	-5%	-6%	0%	0%	-1%	4	1%	?
COc1ccccc1C1NC(=O)CCC1[N+](=O)[O-] (centres undefined)	4%	4%	4%	2%	-5%	-3%	-5%	13%	-1	3%	5%
CC(C)(C)c1csc(NC(=O)Cn2c(=O)oc3ccccc32)n1	?	8%	10%	1%	0%	-4%	-3%	21%	-17	-5%	-16%
O=C(NNC1CC(=O)N(c2ccc(Br)cc2)C1=O)c1cccs1 (centres undefined)	-7%	-8%	-4%	3%	4%	3%	-2%	-10%	-2	-6%	?
OC[C@@H](O)[C@@H](O)CO	29%	-13%	2%	-4%	-4%	-6%	-2%	6%	-5	-10%	34%
Cc1onc(-c2ccccc2)c1C(=O)c1ccccc1	-10%	11%	-11%	-2%	0%	-2%	0%	-3%	-8	-3%	29%
O=C(COC(=O)c1ccncc1)Nc1ccc2c(c1)OCO2	6%	?	-7%	3%[46.1 µM]	1%	-6%	4%	/	-4	-11%	13%
O=C(O)c1ccc([N+](=O)[O-])c(CS(=O)(=O)c2ccccc2)c1	14%	0%	-9%	-3%	1%	-3%	-4%	8%	-8	-11%	7%
O=C(NCCc1ccccc1)N1CCCC(CNS(=O)(=O)Cc2ccccc2)C1 (centres undefined)	?	-22%	2%	1%	0%	-3%	0%	-2%	-1	-2%	11%
O=C(COC(=O)c1ccccc1)Nc1ccc(Cl)cn1	15%	13%	0%	/	-3%	0%	3%	12%	0	-1%	8%
COc1ccc(-c2csc(NC(=O)CCNC(=O)c3ccco3)n2)cc1OC	-23%	-6%	-10%	/	0%	-8%	0%	-8%	-8	-7%	-43%
Cc1c(-c2n[nH]c(=S)n2-c2ccc(C(F)(F)F)cc2)nnn1-c1ccccc1	0%	1%	-7%	3%[46.1 µM]	-4%	-2%	-8%	4%	-7	17%	-6%
CC(C(=O)NCCc1ccccc1)N1c2cccc3cccc(c23)S1(=O)=O (centres undefined)	?	-4%	-7%	-4%	-1%	-5%	25%	0%	6	13%	-27%
O=C(NCc1ccccc1Cl)c1ccc2nnsc2c1	12%	?	12%	2%	-5%	-1%	-3%	14%	-5	4%	-14%
CO/N=C/NC(=O)N1OC[C@@H]2COc3ccc4ccccc4c3[C@@H]21	-1%	0%	-2%	21%	-4%	-2%	-2%	2%	-40	/	18%
COc1ccc(S(=O)(=O)N2CCCCC2)cc1NC(=O)CCCNC(=O)c1ccc(Cl)cc1	-12%	5%	-2%	10%	-5%	-6%	-3%	6%	-35	-2%	-13%
COc1ccc(O)c(C(=O)c2cnc3onc(C(C)C)c3c2)c1	19%	-1%	0%	-4%	-2%	0%	0%	12%	9	10%	40%
Cc1ccc2nc(NC(=O)CSCC(=O)Nc3cc(C)on3)sc2c1	?	-10%	-4%	-2%	2%	-7%	-1%	-2%	-1	3%	11%
CCCC1CCC(=NNC(=O)OC(C)(C)C)CC1 (centres undefined)	?	12%	-1%	-1%[46.1 µM]	-5%	-4%	0%	-6%	49	3%	-20%
